Bioassay records (PubChem)
CDK5 inh – blocks human CDK5/p35 kinase activity; inhibition, % at 10 µM; Q00535+Q15078; AID 488839; actives 0.01% (n = 330,000); Recombinant CDK5/p35, ADP-Glo luminescence, 60 min;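 active means highest replicate inhibition of at least 50% and at least 75% of replicates reaching 50%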;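 further: plate controls were DMSO neutral control for no effect and GW8510 at 10 µM for full effect; many of its hits are not listed in these tables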
Target sequence (Q00535 whole entry, looked up): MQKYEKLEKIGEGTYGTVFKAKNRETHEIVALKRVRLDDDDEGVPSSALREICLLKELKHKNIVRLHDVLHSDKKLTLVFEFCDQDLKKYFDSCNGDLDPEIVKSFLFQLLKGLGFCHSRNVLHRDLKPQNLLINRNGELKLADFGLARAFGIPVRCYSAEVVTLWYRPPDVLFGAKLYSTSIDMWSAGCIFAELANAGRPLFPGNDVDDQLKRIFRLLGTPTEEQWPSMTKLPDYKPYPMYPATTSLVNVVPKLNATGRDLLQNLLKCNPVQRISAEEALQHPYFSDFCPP
Target sequence (Q15078 whole entry, looked up): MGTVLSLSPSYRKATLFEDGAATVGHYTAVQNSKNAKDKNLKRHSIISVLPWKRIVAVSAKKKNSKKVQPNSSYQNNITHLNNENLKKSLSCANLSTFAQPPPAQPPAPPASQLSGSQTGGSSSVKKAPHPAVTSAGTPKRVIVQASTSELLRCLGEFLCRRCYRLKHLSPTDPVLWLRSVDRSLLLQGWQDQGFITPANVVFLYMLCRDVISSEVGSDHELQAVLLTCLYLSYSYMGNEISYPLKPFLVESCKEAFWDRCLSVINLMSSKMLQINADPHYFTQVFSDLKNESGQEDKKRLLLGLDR
Wnt act – Wnt/beta-catenin pathway activation; Wnt/beta-catenin reporter cell assay, activator, plate reader; activation, % at 9.35 µM; actives 1.2% (n = 300,000); in the data active means activation above about 30%, passing the limit was not always enough;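 further: 0% = neutral control wells and 100% = positive control wells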
CAL PDZ FP-1 – blocks peptide binding to the human CAL PDZ domain; purified CAL PDZ, TMR-peptide fluorescence polarization, 1 h; AID 602252; Q9HD26; inhibition, % at 24.9 µM; actives 0.92% (n = 300,000);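 active means mean inhibition of at least 30% with at least half of replicates also reaching 30%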;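 further: 0% = DMSO neutral control and 100% = excess unlabeled competitor peptide PRC23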
cardiac RTF act – cardiac RTF calcium sensitization. IANBD-labeled TnC RTF fluorescence at EC20 calcium; 0% EC20 calcium, 100% full calcium. activation, % at 7.2 µM. actives 0.24% (n = 340,000). AID 493008;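 active means activation above the mean over all tested compounds plus 3 SD, cut at about 30% in these data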;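 further: rise in fluorescence read as greater calcium sensitivity of cardiac thin filaments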
V-ATPase pHluor – yeast V-ATPase proton transport regulation by pHLuorin. AID 504577. actives 0.37% (n = 350,000). response, % at 10 µM. S. cerevisiae, pHLuorin cytosolic pH fluorescence; in the data active means response mostly above about 7.3%, no sharp cut-off; inactive means mostly below about 5.4%; further: actives read high; inactives centre near 0; some compounds called inactive have numbers as strong as hits
Tat export inh – inhibitors of E. coli Tat protein transport; E. coli MC4100 TorA-mCherry Tat export, fluorescence; inhibition, % at 10 µM; actives 0.036% (n = 340,000);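 active means mean replicate inhibition at least 50% and at least half of replicates individually reaching 50%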;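 further: exported cargo escapes ClpAP degradation while cytoplasmic cargo is degraded and loses fluorescence; 0% = median of neutral control wells and 100% = median of NaSCN control wells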
CAL PDZ FP-2 – inhibitors of human CAL PDZ peptide binding | Q9HD26 | purified CAL PDZ, TMR-peptide fluorescence polarization, 1 h | inhibition, % at 20 µM | actives 0.02% (n = 330,000) | AID 504414;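 active means highest replicate inhibition of at least 40%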;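 further: plate controls were DMSO neutral control wells for no effect and unlabeled competitor peptide control wells for full effect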
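Material: tagged CAL PDZ protein CerCALP, purified; buffer or medium: sodium phosphate/NaCl buffer pH 7.4 with TCEP, IgG, Thesit; also added: fluorescent TMR peptide probe; schedule: 1 h incubation at room temperature before polarization reading; technique: fluorescence polarization from S- and P-plane intensities, G-factor corrected; control set: unlabelled peptide and DMSO controls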
Rtt109 HAT inh – blocks Candida albicans Rtt109/Vps75 acetyltransferase activity; Q5AAJ8; purified Rtt109/Vps75, ThioGlo CoA-SH fluorescence, 4 h; inhibition, % at 34.9 µM; actives 0.16% (n = 330,000); AID 540336;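 active means inhibition of at least 50% in every replicate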
Target sequence (Q5AAJ8 whole entry, looked up): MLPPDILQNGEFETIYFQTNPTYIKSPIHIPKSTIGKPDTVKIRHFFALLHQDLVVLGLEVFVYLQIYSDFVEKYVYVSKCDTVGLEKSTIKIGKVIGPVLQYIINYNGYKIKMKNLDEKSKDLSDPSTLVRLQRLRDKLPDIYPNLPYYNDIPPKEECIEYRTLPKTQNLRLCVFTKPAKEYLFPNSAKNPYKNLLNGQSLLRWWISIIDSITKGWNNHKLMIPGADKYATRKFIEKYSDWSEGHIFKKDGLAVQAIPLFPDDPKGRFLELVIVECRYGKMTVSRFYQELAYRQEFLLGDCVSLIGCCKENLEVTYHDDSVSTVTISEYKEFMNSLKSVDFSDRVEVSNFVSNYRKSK
dFosB act – mouse delta FosB homodimer activation; activation, % at 25 µM; AID 493131; P13346; actives 0.99% (n = 340,000); purified delta FosB, TAMRA-CDK5 oligo fluorescence polarization; percent of positive-control signal above neutral wells;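 active means mean activation above about 17%, with every replicate also reaching it, limit read from the data, passing the limit was not always enough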;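 further: fluorescence polarization rise as delta FosB binds a TAMRA Cdk5 AP-1 oligo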
MITF act – increases MITF-driven TRPM1 promoter luciferase signal | SK-MEL-5 TRPM1-promoter luciferase, 24 h; % of positive control, neutral wells = 0 | activation, % at 12.5 µM | actives 0.75% (n = 300,000) | AID 588334;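 active means mean activation of at least 80% with every replicate also reaching 80%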;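 further: 0% = neutral control wells and 100% = parthenolide positive control wells; values of inactives mirror those of a sister screen read the other way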
* = called active by the depositor; / = no result given.

SMILES | CDK5 inh | Wnt act | CAL PDZ FP-1 | cardiac RTF act | V-ATPase pHluor | Tat export inh | CAL PDZ FP-2 | Rtt109 HAT inh | dFosB act | MITF act
CCOCc1nnc(NC(=O)c2cc(OC)c(OC)c(OC)c2)s1 | -2.1 | 12 | / | 3 | 0 | -3 | -0.5 | 5 | -14 | -1
CCOC(=O)c1ccc(S(=O)(=O)N2CCC(C(=O)O)CC2)cc1 | -2.0 | 6 | -3 | 3 | 1 | 31 | 0.4 | 10 | 2 | /
CCCCN1C(=O)N(C)C2C1N(C)C(=O)N2CCCC (configuration not stated) | 1.0 | -3 | -4 | 1 | 2 | 0 | -1.8 | -13 | 3 | -10
Cc1[nH]c2ccccc2c1CN1CCC(Cc2ccccc2)CC1 | 0.0 | 10 | -1 | -4 | 4 | -3 | -1.4 | 8 | -8 | -20
CNC(=S)N(Cc1ccc2c(c1)OCO2)C1CC(=O)N(c2ccc(F)cc2)C1=O (configuration not stated) | -0.1 | / | -4 | -4 | -2 | 0 | 0.2 | -6 | 1 | 0
Cc1ccc(NS(=O)(=O)c2cc([N+](=O)[O-])ccc2NNC(=S)Nc2cccc(Cl)c2)c(C)c1 | 1.9 | / | -3 | 1 | -3 | 11 | 0.8 | 0 | -5 | -2
O=C(NCc1ccccc1Cl)C(=O)c1cn(CC(=O)N2CCOCC2)c2ccccc12 | 0.2 | 0 | -2 | -2 | 3 | 1 | -2.6 | / | -15 | 8
CN(Cc1ccccc1)C(=O)c1ccc(NC(=O)Cc2ccc(NC(=O)C3CCN(C(=O)C4CCCC4)CC3)cc2)cc1 | 0.2 | -2 | -1 | -2 | 4 | 13 | -0.3 | 10 | -8 | -5
COc1ccc(-c2noc(CN(Cc3nccn3C)C(C)C)n2)cc1 | -0.4 | 0 | -2 | -4 | 6 | -5 | -1.6 | 4 | -10 | 2
COC(=O)c1ccc(C(=O)OC)c(NC(=O)N2c3ccccc3Sc3ccccc32)c1 | 0.6 | -2 | -3 | 8 | -6 | -3 | -2.6 | / | -2 | 1

Sorted by value in CAL PDZ FP-1 (smallest number first): 3 from the list above.
SMILES	CAL PDZ FP-1
COC(=O)c1ccc(C(=O)OC)c(NC(=O)N2c3ccccc3Sc3ccccc32)c1	-3
O=C(NCc1ccccc1Cl)C(=O)c1cn(CC(=O)N2CCOCC2)c2ccccc12	-2
CN(Cc1ccccc1)C(=O)c1ccc(NC(=O)Cc2ccc(NC(=O)C3CCN(C(=O)C4CCCC4)CC3)cc2)cc1	-1

The listing continues.
SMILES | CDK5 inh | Wnt act | CAL PDZ FP-1 | cardiac RTF act | V-ATPase pHluor | Tat export inh | CAL PDZ FP-2 | Rtt109 HAT inh | dFosB act | MITF act
CCOc1ccc(-n2cnnn2)cc1S(=O)(=O)N1CCCCC1 | -1.9 | -7 | -2 | 5 | 0 | -7 | -1.5 | 12 | 1 | -10
CC1CCc2sc(C(=O)NCC3CCCO3)cc2C1 (configuration not stated) | 0.2 | 40* | -2 | 6 | 3 | 0 | -2.4 | -2 | -2 | 101*
CCOC(=O)C1CCN(C(=O)CS(=O)(=O)Cc2nc(-c3ccccc3Cl)oc2C)CC1 | -4.4 | 25 | / | 4 | 10 | -1 | -0.8 | -2 | -12 | /
Cc1ccccc1NC(=O)CCS(=O)(=O)c1ccc(Br)s1 | -0.4 | -4 | / | 10 | 1 | 11 | -0.1 | 11 | -2 | 1
CCOC(=O)C1(Cc2cccc(F)c2)CCN(C(=O)c2cnc(C)cn2)CC1 | 1.0 | -1 | -4 | -3 | 8 | -11 | -2.0 | -11 | -1 | 4
COc1ccccc1C(=O)NC(CCSC)C(=O)NCC(c1cccs1)N1CCOCC1 (configuration not stated) | 4.3 | -2 | 2 | 9 | 2 | -1 | -1.7 | 3 | -9 | -1
COc1ccccc1/C=N/NC(=O)c1nnn(-c2nonc2N)c1-c1ccccc1 | 1.0 | 2 | 0 | -4 | 1 | -7 | -1.7 | 7 | -2 | 14
COc1cc(Cl)c(C)cc1NC(=O)CN1C(=O)C2CC=CCC2C1=O (configuration not stated) | 3.9 | -1 | -1 | -3 | 1 | -1 | -1.3 | 1 | -7 | -3
COC(=O)CCC(=O)Nc1cc(OC)c(OC)cc1Cc1nccc2cc(OC)c(OC)cc12 | -0.3 | 1 | -7 | -4 | -3 | 9 | 0.9 | 1 | 4 | 3
Cc1ccccc1C(=O)NNC(=O)c1ccncc1 | 0.1 | 2 | -1 | 3 | 0 | -1 | -0.4 | 2 | -2 | /
CN(c1cccc(Cl)c1)S(=O)(=O)c1cccc(C(=O)Nc2nc3ccccc3[nH]2)c1 | -1.5 | 16 | -2 | 0 | 6 | -5 | -2.5 | -5 | 2 | 13
CCOC(=O)c1sc2nc(C)cc(-c3ccccc3)c2c1N | -0.7 | / | 4 | -5 | -1 | 4 | -0.3 | -28 | -12 | 6
C=CCn1c(=O)c(C(=O)NCc2ccc3c(c2)OCO3)c(O)c2cc(OC)c(OC)cc21 | -0.7 | 1 | 29 | 1 | 2 | -5 | -2.7 | -5 | 8 | 0
CCOC(=O)C1=C(C)Nc2ncnn2C1c1cccnc1 (configuration not stated) | 0.6 | 2 | 1 | 7 | -3 | -3 | -1.1 | 5 | -1 | 6
COc1ccccc1-n1c(SCC(=O)N2CCOCC2)nc2ccccc2c1=O | -0.2 | -2 | -9 | 0 | 2 | 1 | -2.6 | 7 | -2 | -6
CCOC(=O)C(C)n1cnc2c(nnn2-c2ccccc2)c1=O (configuration not stated) | 0.9 | / | / | 0 | -3 | -8 | -0.8 | -3 | 1 | 1
Cc1ccc(NCc2nnc(SCCN3CCCCC3)n2CC2CCCO2)c(C)c1 (configuration not stated) | -0.7 | -4 | -5 | 4 | 1 | 2 | 0.2 | 7 | -1 | /
CC(=O)NC(CC(=O)OCC(=O)N1c2ccccc2NC(=O)C1(C)C)c1ccccc1 (configuration not stated) | -1.8 | 4 | / | -4 | -2 | -2 | -0.5 | -5 | -3 | 0
Cc1ccc(-n2c(SCC(=O)N3CCOCC3)nnc2-c2cccnc2)cc1 | -0.8 | 4 | 0 | -7 | 5 | -2 | -0.4 | 6 | 7 | 33
CN(CC(=O)Nc1cccc(F)c1)C(=O)c1ccncc1 | 0.6 | -3 | -2 | -5 | 2 | -9 | -0.1 | -4 | 4 | -7

Record cards (already shown). Values in the order: CDK5 inh, Wnt act, CAL PDZ FP-1, cardiac RTF act, V-ATPase pHluor, Tat export inh, CAL PDZ FP-2, Rtt109 HAT inh, dFosB act, MITF act
COc1ccccc1-n1c(SCC(=O)N2CCOCC2)nc2ccccc2c1=O in the list: -0.2, -2, -9, 0, 2, 1, -2.6, 7, -2, -6
CCOC(=O)C(C)n1cnc2c(nnn2-c2ccccc2)c1=O (configuration not stated) in the list: 0.9, /, /, 0, -3, -8, -0.8, -3, 1, 1
CN(c1cccc(Cl)c1)S(=O)(=O)c1cccc(C(=O)Nc2nc3ccccc3[nH]2)c1 in the list: -1.5, 16, -2, 0, 6, -5, -2.5, -5, 2, 13
Cc1ccc(-n2c(SCC(=O)N3CCOCC3)nnc2-c2cccnc2)cc1 in the list: -0.8, 4, 0, -7, 5, -2, -0.4, 6, 7, 33
CCOC(=O)c1sc2nc(C)cc(-c3ccccc3)c2c1N in the list: -0.7, /, 4, -5, -1, 4, -0.3, -28, -12, 6

Continuation.
SMILES | CDK5 inh | Wnt act | CAL PDZ FP-1 | cardiac RTF act | V-ATPase pHluor | Tat export inh | CAL PDZ FP-2 | Rtt109 HAT inh | dFosB act | MITF act
O=C(CNC(=O)c1cccc(F)c1)N/N=C/c1ccc([N+](=O)[O-])s1 | 0.7 | -1 | 2 | 7 | 0 | -19 | -1.8 | 12 | 3 | -71
CC12CCC(=O)N1C(C(=O)OCC(=O)Nc1ccc(Cl)c(Cl)c1)CS2 (configuration not stated) | 0.4 | -1 | 0 | 1 | 4 | 4 | -13 | 4 | -12 | -4
CC(C)(C)c1ccc(OCCCN2CCCC2)cc1 | 1.7 | -3 | 5 | -5 | -2 | -13 | 2.5 | -2 | 0 | /
CCC(CO)Oc1cc(NC(=O)c2cccc(C)c2)c2ncn(C(C)C)c2c1 (configuration not stated) | -0.3 | -2 | -1 | -3 | -4 | -6 | -0.7 | 9 | -3 | -7
CCOc1ccc(N2C(=O)CCC2=O)cc1 | -0.4 | -9 | -5 | 8 | 3 | -2 | / | -3 | -2 | /
CCc1nc2cc([N+](=O)[O-])c([N+](=O)[O-])cc2[nH]1 | 0.1 | -2 | -1 | 14 | -2 | -8 | -0.7 | -3 | 0 | 18
N#C/C(=C\c1ccc(-c2ccc(F)cc2)o1)C(=O)Nc1nc(-c2cccs2)cs1 | -0.5 | 1 | -3 | 16 | 5 | 0 | -2.3 | 1 | 0 | 10
CCCC1(C(=O)OCC)NC(c2ccc(O)cc2)C2C(=O)N(c3ccc4c(c3)OCCO4)C(=O)C21 (configuration not stated) | 3.5 | 1 | -1 | -3 | 2 | -3 | -2.2 | / | -7 | 4
Cc1ccc(C)c(S(=O)(=O)NCc2ccc(C(=O)N3CCCCCC3)cc2)c1 | -3.7 | / | 0 | -2 | 0 | -1 | -1.3 | -16 | -5 | -1
O=C1CC(Sc2ncccn2)C(=O)N1c1ccccc1 (configuration not stated) | -1.0 | -3 | -2 | -3 | 1 | -3 | -1.5 | -12 | 1 | -5
Cc1nc2ccccc2c(=O)n1/N=C/c1ccccn1 | -1.1 | / | -2 | -4 | -1 | 1 | -1.4 | 4 | 0 | 3
O=C(Nc1cccc(-c2nnco2)c1)c1cccs1 | -1.4 | 3 | 0 | -1 | -5 | 7 | -1.5 | 6 | -8 | 5
CCCCCc1nnc(NC(=O)OCCC)s1 | 2.4 | 11 | -3 | 4 | -3 | 1 | -0.9 | 10 | 8 | /
CCOc1ccc2[nH]c(=O)c(CN(Cc3cccnc3)C(=O)Nc3ccccc3OC)cc2c1 | 1.0 | / | 1 | 0 | 2 | 7 | -1.2 | -3 | 8 | -8
Cc1cccc(CCNC(=O)CC2C(=O)NCCN2Cc2ccccc2C)n1 (configuration not stated) | 0.7 | -3 | -2 | 8 | 1 | -7 | 0.0 | 6 | -7 | 7
CCOC(=O)N1CCN(C(=O)/C(=C/c2cccc3ccccc23)NC(=O)c2ccc(OC)cc2)CC1 | -0.4 | -1 | / | -3 | -1 | 5 | -0.3 | 17 | -4 | 19
O=C(CSc1nc2ccc(Cl)cc2[nH]1)Nc1ccc2[nH]c(=O)[nH]c2c1 | 4.3 | -5 | -3 | -6 | -1 | -3 | -1.2 | 12 | -11 | -15
